Wnt bcat act: Wnt/beta-catenin pathway activators, primary screen, cell-based, plate reader, single point; Wnt/beta-catenin reporter cell assay, activator; activation, % at 9.35 µM; hit rate 1.2% among 300,000; in the data active = activation above about 30%, passing the limit was not always enough; inconclusive = no clear call, values can overlap the other calls;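 note: 0% = neutral control wells and 100% = positive control wells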
SR-BI DiI inh: inhibitors of SR-BI mediated HDL lipid uptake, primary screen, ldlA[mSR-BI] cells, fluorescence, single point | Scavenger receptor class B member 1 (Mus musculus), Q61009 | ldlA[mSR-BI] CHO cells, DiI-HDL uptake fluorescence, 3 h | inhibition, % at 12.5 µM | hit rate 0.96% among 320,000;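 active = mean replicate inhibition of at least 70% and a set share of replicates each scoring 70 or more; inconclusive = meets just one of the two criteria; inactive = fails both criteria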;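 note: 0% = median of neutral control wells and 100% = median of positive control wells; values of inactives mirror those of a sister screen read the other way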
Target sequence (Q61009 whole entry, looked up): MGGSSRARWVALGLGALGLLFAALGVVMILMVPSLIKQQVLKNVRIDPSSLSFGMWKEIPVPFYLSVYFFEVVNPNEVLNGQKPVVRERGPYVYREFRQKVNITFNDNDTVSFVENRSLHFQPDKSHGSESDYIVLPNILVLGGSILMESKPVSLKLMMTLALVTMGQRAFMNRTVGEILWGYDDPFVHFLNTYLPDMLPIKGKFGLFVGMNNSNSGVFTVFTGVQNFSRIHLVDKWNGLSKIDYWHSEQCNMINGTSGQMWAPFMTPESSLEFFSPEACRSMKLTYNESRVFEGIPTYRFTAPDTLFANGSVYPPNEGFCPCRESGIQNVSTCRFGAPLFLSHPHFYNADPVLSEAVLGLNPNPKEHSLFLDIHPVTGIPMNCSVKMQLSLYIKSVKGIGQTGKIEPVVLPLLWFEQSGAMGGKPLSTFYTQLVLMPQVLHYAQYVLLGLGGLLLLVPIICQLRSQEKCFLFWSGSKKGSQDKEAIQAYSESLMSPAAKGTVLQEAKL
MITF TRPM1 HTS: activators of MITF-driven TRPM1 promoter reporter, primary screen, cell-based, SK-MEL-5, luciferase, single point; SK-MEL-5 TRPM1-promoter luciferase, 24 h; % of positive control, neutral wells = 0; activation, % at 12.5 µM; hit rate 0.75% among 300,000; AID 588334, 2011;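 active = mean activation of at least 80% with every replicate also reaching 80%; inconclusive = mean reaches 80% but some replicate falls short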;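 note: 0% = neutral control wells and 100% = parthenolide positive control wells; values of inactives mirror those of a sister screen read the other way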
V-ATPase pH: regulators of yeast V-ATPase proton pumping, primary screen, pHLuorin cytosolic pH fluorescence; S. cerevisiae; response, % at 10 µM; hit rate 0.37% among 350,000; in the data active = response mostly above about 7.3%, no sharp cut-off; inactive = mostly below about 5.4%; note: actives read high; inactives centre near 0; some compounds called inactive have numbers as strong as hits; reference of the scale not given here
NSD2 inh: NSD2 histone methyltransferase inhibitors, primary screen, biochemical, AlphaScreen, single concentration, set 2. NSD2 peptide methylation, 120 min. Histone-lysine N-methyltransferase NSD2 (Homo sapiens), O96028. inhibition, % at 12.5 µM. hit rate 0.54% among 310,000; in the data active = inhibition above about 50%
CDK5 inh: inhibitors of human CDK5/p35 kinase, primary screen, biochemical, single concentration. Cyclin-dependent kinase 5 (Homo sapiens) + Cyclin-dependent kinase 5 activator 1 (Homo …. Recombinant CDK5/p35, ADP-Glo luminescence, 60 min. inhibition, % at 10 µM. hit rate 0.01% among 330,000. AID 488839, 2010;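 active = highest replicate inhibition of at least 50% and at least 75% of replicates reaching 50%; inconclusive = only one of the two criteria met; inactive = both criteria failed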;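 note: plate controls were DMSO neutral control for no effect and GW8510 at 10 µM for full effect; many of its hits are not listed in these tables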
PvdQ acylase: P. aeruginosa PvdQ acylase inhibitors, primary screen, biochemical, fluorescence, plate reader and imaging, single point; PvdQ acylase [Pseudomonas aeruginosa LESB58]; hit rate 0.063% among 340,000; purified PvdQ acylase; inhibition, % at 10 µM; AID 488965, 2010; in the data active = inhibition above about 30%, passing the limit was not always enough; inconclusive = no clear call, values can overlap the other calls;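 note: 0% = vehicle neutral wells and 100% = reference inhibitor wells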
HTR5A ag ctr: HTR5A agonists in luminescence cell assay, primary screen, counter-screen for OPRM1-OPRD1 heterodimer agonist project, full-deck HTS; 5-hydroxytryptamine receptor 5A (Homo sapiens), P47898; cell-based; activation, % at 9.3 µM; hit rate 0.61% among 340,000; in the data active = activation mostly above about 9.5%, no sharp cut-off; inactive = mostly below about 7.6%;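 note: 0% = cells with vehicle only and 100% = reference agonist; strong numbers were not always called active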
Target sequence (P47898 whole entry, looked up): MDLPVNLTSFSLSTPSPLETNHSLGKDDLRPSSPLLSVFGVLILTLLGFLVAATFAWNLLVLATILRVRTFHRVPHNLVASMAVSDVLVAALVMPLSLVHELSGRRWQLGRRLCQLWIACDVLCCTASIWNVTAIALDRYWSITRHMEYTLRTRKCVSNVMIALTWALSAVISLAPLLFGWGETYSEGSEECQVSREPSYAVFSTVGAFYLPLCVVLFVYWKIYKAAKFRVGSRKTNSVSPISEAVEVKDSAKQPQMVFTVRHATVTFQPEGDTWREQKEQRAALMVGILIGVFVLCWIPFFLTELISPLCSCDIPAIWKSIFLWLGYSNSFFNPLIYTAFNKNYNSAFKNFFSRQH
HTR5A inv ag: HTR5A inverse agonists in luminescence cell assay, primary screen, counter-screen for OPRM1-OPRD1 heterodimer inverse agonist project, full-deck HTS; 5-hydroxytryptamine receptor 5A (Homo sapiens), P47898; HTR5A cell line, inverse agonism; inhibition, % at 9.3 µM; hit rate 0.083% among 340,000; AID 504634, 2011; in the data active = inhibition mostly above about 23%, no sharp cut-off; inactive = mostly below about 18%;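 note: 0% = cells with DMSO and 100% = no-cell wells with DMSO; some compounds called inactive have numbers as strong as hits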
dFosB act: activators of delta FosB homodimer, primary screen, biochemical, fluorescence polarization, TAMRA-CDK5 oligo, single point; Protein FosB (Mus musculus), P13346; hit rate 0.99% among 340,000; purified delta FosB; percent of positive-control signal above neutral wells; activation, % at 25 µM;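 active = mean activation above about 17%, with every replicate also reaching it, limit read from the data, passing the limit was not always enough; inconclusive = only one of the two conditions met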;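 note: fluorescence polarization rise as delta FosB binds a TAMRA Cdk5 AP-1 oligo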
An asterisk follows results filed as active; ? = inconclusive; · = not tested or not shown. An unsorted share of the library. About 5% of those tested had a hit in this group.

SMILES	Wnt bcat act	SR-BI DiI inh	MITF TRPM1 HTS	V-ATPase pH	NSD2 inh	CDK5 inh	PvdQ acylase	HTR5A ag ctr	HTR5A inv ag	dFosB act
c1ccc(COC2CCCN(Cc3nc(-c4cccs4)no3)C2)nc1 (stereo not given)	2	0	5	0	0	-0.2	3	0	7	1
COc1ccccc1CN1CC(C(=O)N2CCCCCCC2)CCC1=O (stereo not given)	-1	3	2	-1	4	0.5	-12	3	-7	-8
O=C(NC1CCCC1)c1cnc2n(c1=O)CCS2	-2	7	·	-6	-1	-0.6	17	-1	3	1
Cc1ccc(CN2C(=O)CCC2C(=O)NCCCN2CCC(C)CC2)cc1 (stereo not given)	·	·	11	3	-4	0.2	-8	-4	-16	-4
COc1c(Cl)cc(Cl)cc1/C=N/NC(=O)c1nnn(-c2nonc2N)c1CN1CCC(C)CC1	-2	-3	-12	-2	-1	·	-1	11*	-19	-1
O=C(CCc1nnc2ccc(NCc3ccc(Cl)cc3)nn12)NC1CCCCC1	-1	-13	1	-1	3	-0.4	-17	0	-19	12
Cc1cccc(C)c1NC(=O)C1(C)c2cccc[n+]2CC(=O)N1Cc1cccs1 (stereo not given)	1	-7	5	-4	3	-0.7	-9	-2	4	-6
COc1ccc(C(=O)Nc2nnc(-c3ccccc3)o2)cc1OC	-2	-36	·	0	0	0.7	-9	0	13	-4
CCOc1cccc(C(=O)Nc2ccc3oc(-c4cccnc4)nc3c2)c1	13	25	·	-4	1	1.6	-7	0	2	-1
N#Cc1ccc(C(=O)Nc2cccc(NC(=O)c3ccco3)c2)c(F)c1	-1	·	-8	-2	·	-0.4	-14	7	11	-2
O=C(CNS(=O)(=O)c1ccc(Br)cc1Cl)OCC(=O)c1ccc[nH]1	-1	22	-6	-7	0	0.4	-1	-2	3	-11
CCS(=O)(=O)c1nc2ccccc2n1CC(=O)N1CCCCC1	-1	-32	7	0	1	1.7	0	·	·	-7
Clc1cccc(CN2CCSCC2)c1Cl	-1	·	-8	-5	3	0.2	-9	-3	-10	3
CCOc1ccc2oc(-c3ccccc3)c(C(N)=O)c2c1	5	4	16	4	5	0.3	-10	-4	13	-2
CCCc1cc(=O)c2c(O)ccc(OC)c2o1	1	-20	5	1	2	0.6	-1	4	35	-1
Cc1nc(SCN2C(=O)c3ccccc3C2=O)n[nH]1	-4	6	2	-1	2	2.1	-16	-2	6	4
COCCNC(=O)/C(C#N)=C/c1ccc(O)cc1	7	-12	1	0	1	0.6	-10	-1	4	0
COc1ccccc1N(CC(=O)NCc1ccccn1)S(C)(=O)=O	-1	0	-6	-6	18	-0.7	-5	4	14	0
COc1ccc(NC(=O)N2CCN(c3cccc(C(F)(F)F)c3)CC2)cc1	·	11	-18	-1	4	0.0	-5	-4	-32	8
CC(=O)N1CCn2c3c(c(=O)c4cc(C)ccc42)CCC31 (stereo not given)	-3	-2	-5	0	97*	-1.0	-3	3	-10	-3
COc1ccccc1C(=O)Nc1ccnn1C1CCN(C2CCSCC2)CC1	4	-21	9	3	-5	-0.4	-8	6	-7	2
CCOc1ccc(C(=O)N/N=C/c2ccc(-c3ccc(S(=O)(=O)Nc4ncccn4)cc3)o2)cc1	-1	-12	2	-2	17	-1.4	0	0	-19	9
O=C(C1CC(=O)N(C2CCCCC2)C1)N1CCN(c2ccccc2)CC1 (stereo not given)	1	-18	5	-2	0	1.2	13	5	-7	-1
CCOC(=O)NC(NS(=O)(=O)c1ccccc1)(C(=O)OCC)C(F)(F)F (stereo not given)	-4	-15	-9	0	-1	-0.4	-18	2	-5	-5
C=C(C)C1CC=C(C)/C(=N/NC(=O)c2cccs2)C1 (stereo not given)	27	10	98*	-1	-3	-1.0	-7	2	-18	-5
Cc1nc2ccc(S(=O)(=O)N(C)CC(=O)NCc3ccc(N(C)C)cc3)cc2s1	2	-1	-5	-2	7	-0.7	-19	1	-9	-5
COC(=O)c1cn(Nc2ncc(C(F)(F)F)cc2Cl)c(=O)c2ccccc12	·	17	-5	0	-1	-0.4	-15	0	-2	3
O=C(/C=C/c1ccc(F)cc1)N1CCN(c2ncccn2)CC1	11	-9	15	1	-5	1.3	-6	-2	6	-2
COC(=O)c1cccc(CSc2nnc(C)s2)c1	24	18	·	1	31	0.4	-24	-5	16	0
O=C(Nc1ccc(Cl)c(Cl)c1)Nc1ccccc1O	10	78*	·	3	-1	1.6	-11	6	-20	-3
C=CCn1c(SCC(=O)NC2CCCC2)nnc1-c1cccnc1	-2	-10	-4	-2	0	-1.4	1	2	-4	-1
COc1ccc(CCn2c(C)cc(C(=O)CN3C(=O)C(=O)N(C4CCCC4)C3=O)c2C)cc1OC	-1	48	-9	-2	-2	-0.7	-2	6	-15	-6
CCOC(=O)N1CCN(C(=O)C2CCN(S(=O)(=O)c3ccc(Br)s3)CC2)CC1	-1	8	-4	0	1	-0.1	-7	1	5	-16
CN(C)S(=O)(=O)Oc1ccc(Cl)cc1C(=O)Nc1cccc(C(F)(F)F)c1	11	33	·	1	-1	-0.8	-10	1	-9	6
O=C(NC1CC1)C1=C[C@@H](c2ccc(Br)cc2)C[C@@H](OCc2ccc(CO)cc2)O1	1	13	7	3	·	-1.0	-11	-1	-8	-7
O=C(COC(=O)c1ccc([N+](=O)[O-])s1)NC(=O)NCc1ccccc1	-4	-15	-1	-3	2	-0.6	4	4	-11	-4
COc1cccc(-c2c(C#N)c(SC)nc3cc(C)nn23)c1	5	17	-7	2	-1	1.9	13	2	5	2
CC(/C=N\N1CCN(c2ccc(Cl)cc2)CC1)=C\c1ccccc1	·	-7	-7	-5	48	0.1	-5	5	-12	0
COC(=O)c1sc(N)c(C(=O)OC)c1CSc1nnnn1C	·	-6	6	-1	0	-1.7	-12	-1	7	2
Cc1nc(NCc2ccc3c(c2)OCO3)c2nnn(Cc3ccccc3)c2n1	·	15	-14	-4	·	-0.2	6	3	-2	15
COc1cc(Cl)c(C)cc1NC(=O)CN1C(=O)C2CCCCC2C1=O (stereo not given)	1	-12	·	3	-1	0.2	-16	8	-21	-3
COc1ccc([N+](=O)[O-])cc1NC(=O)C1CCCN1S(=O)(=O)c1cccs1 (stereo not given)	-3	16	-2	1	-1	-0.2	-1	6	-9	-3
Cc1ccc(Cn2c(SC(C)C(N)=O)nc3ccccc3c2=O)cc1 (stereo not given)	-3	8	-3	3	-1	0.0	-8	-2	4	14
NC(=O)C1CCN(Cc2ccc(OCc3ccccc3)cc2)CC1	12	4	?	1	2	-0.3	0	4	-17	2
COc1ccc(C(=O)Oc2ccc(/C=N/Nc3ccc(Cl)c(C(=O)O)c3)cc2OC)cc1	11	-2	15	1	85*	-1.1	5	5	-13	-10
COc1cccc(NC(=O)c2cccnc2)c1	0	-20	11	-3	0	-0.3	-6	-5	5	0
CCC(C)NC(=O)c1ccc(CS(=O)(=O)Cc2ccc(Cl)cc2)o1 (stereo not given)	·	3	-1	2	-1	1.1	-8	-3	5	-2
CN(C(=O)c1ccco1)c1nc2c(s1)CCCC2	23	14	41	2	18	2.5	9	4	1	4
O=C(Nc1ccc(C(=O)NCCCN2CCCCC2)cc1)C1=CSCCO1	3	-24	14	-1	1	1.1	-8	1	-4	-6
Cc1onc(-c2ccccc2Cl)c1C(=O)OCC(=O)N1CCN(c2ccccc2)CC1	2	22	-1	-5	-2	0.1	-7	0	1	4
Additional compounds follow:
SMILES	Wnt bcat act	SR-BI DiI inh	MITF TRPM1 HTS	V-ATPase pH	NSD2 inh	CDK5 inh	PvdQ acylase	HTR5A ag ctr	HTR5A inv ag	dFosB act
NC(=O)c1ccc[n+](Cc2ccccc2)c1	·	15	-9	-2	2	0.4	-5	-1	-25	-3
CCN(C[C@H]1N[C@@](Cc2ccccc2)(C(=O)OC)[C@H]2C(=O)N(C)C(=O)[C@@H]12)C(=O)Nc1ccc(Cl)cc1	3	22	8	-1	·	1.8	-4	1	-2	-5
Cc1cc(C(=O)Nc2sc(C)c(C)c2C#N)c(C)o1	·	41	16	4	2	-0.9	13	2	-35	1
NNc1nc(-c2ccccc2)nc2sc3c(c12)CCCC3	·	30	16	2	-3	0.9	0	3	16	-13
CCOC(=O)C1=C(O)/C(=C\c2cc(C)n(-c3ccccc3F)c2C)N=C1C	0	20	-19	-2	-3	-0.5	-8	0	-3	-25
NC1=NC(=O)NC1(c1ccccc1)c1ccccc1	-4	7	-3	-3	41	0.0	-5	-1	5	-2
Cc1ccc2[nH]c(=O)c(CN(Cc3cccs3)S(=O)(=O)c3ccc4c(c3)OCCO4)cc2c1	·	9	-3	3	0	-0.6	-4	-5	4	4
COc1ccc(C(=O)NC2CCCc3ccccc32)cc1S(=O)(=O)N1CCOCC1 (stereo not given)	-2	26	-22	-4	-2	0.4	6	0	0	-11
CCc1ccc(OCC(=O)NNC(=O)c2cc(S(=O)(=O)N3CCOCC3)ccc2N2CCCC2)cc1	3	4	17	2	3	1.1	-13	-2	0	-7
O=C(COc1ccc([N+](=O)[O-])cc1)Nc1ccc(C(=O)NCc2cccnc2)cc1	·	33	·	-1	0	-5.4	-22	-2	13	-2
CCN(C(=O)CN1C(=O)c2ccc([N+](=O)[O-])cc2C1=O)C1CCCCC1	-2	1	-6	3	1	0.5	10	10	-41	-11
CC(=O)c1cccc(NC(=O)C(C)OC(=O)CCC2CCCCC2)c1 (stereo not given)	?	-8	3	4	-4	-0.4	-11	8	-25	-9
O=C(CCCOc1ccccc1)Nc1ncccn1	·	-14	5	1	-2	1.3	7	0	14	-2
Cc1cccc(C(=O)NC(=S)NNC(=O)c2cccs2)c1	0	-13	-1	-2	2	0.2	1	2	8	0
CC1=Nc2cc(C(=O)O)ccc2Sc2c(C)ccc(C)c21	-5	-41	12	4	1	0.0	-7	2	-31	0
O=C(Nc1ccccc1)ON=C1CCCC1	-1	-25	20	3	9	0.0	-6	2	-1	-2
CCOCC(=O)N1CCN(c2cccc(Cl)c2)CC1	-2	14	16	-3	-8	0.3	-5	6	-16	8
O=C(C1CCCO1)N1CCN(C(=S)Nc2cccc(F)c2)CC1 (stereo not given)	-1	-9	0	-2	-2	1.3	3	3	12	-8
CCCCC(CC)C(=O)Nc1ccccc1C#N (stereo not given)	·	0	·	3	4	0.9	-4	0	16	0
